Bioassay records: PubChem, several laboratories
C-LANA FP = inhibitors of KSHV LANA C-terminal domain DNA binding | MBP-C-LANA/FAM-LBS DNA binding, fluorescence polarization | inhibition, % at 9 µM | 340,000 compounds, 0.078% hits;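 active = highest replicate inhibition at or above 60% at 9 µM, even if other replicates fall short; inactive = all replicates below 60% inhibition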;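 note: 0% = neutral control wells and 100% = 4 µM acridine orange control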
PvdQ inh = P. aeruginosa PvdQ acylase inhibition; purified PvdQ acylase, fluorescence plate reader; inhibition, % at 10 µM; 340,000 compounds, 0.063% hits; in the data active = inhibition above about 30%, passing the limit was not always enough; inconclusive = no clear call, values can overlap the other calls;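 note: 0% = vehicle neutral wells and 100% = reference inhibitor wells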
PKA-R2B activ = activators of human PKA-R2B complex | AID 504700 | 340,000 compounds, 0.079% hits | activation, % at 11.4 µM | PKA-R2B holoenzyme dissociation, Cy5-IP20 fluorescence polarization; R2B truncated from residue 108, S112A mutant; 0% DMSO only, 100% 113 µM cGMP | P22694+P31323;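 active = activation above a cutoff set at the mean over all compounds plus 3 SD, cut at about 18% in these data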;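 note: higher means more holoenzyme dissociation and a rise in polarization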
Target sequence (P31323 whole entry, looked up, other chains not shown, the tested form may be a part): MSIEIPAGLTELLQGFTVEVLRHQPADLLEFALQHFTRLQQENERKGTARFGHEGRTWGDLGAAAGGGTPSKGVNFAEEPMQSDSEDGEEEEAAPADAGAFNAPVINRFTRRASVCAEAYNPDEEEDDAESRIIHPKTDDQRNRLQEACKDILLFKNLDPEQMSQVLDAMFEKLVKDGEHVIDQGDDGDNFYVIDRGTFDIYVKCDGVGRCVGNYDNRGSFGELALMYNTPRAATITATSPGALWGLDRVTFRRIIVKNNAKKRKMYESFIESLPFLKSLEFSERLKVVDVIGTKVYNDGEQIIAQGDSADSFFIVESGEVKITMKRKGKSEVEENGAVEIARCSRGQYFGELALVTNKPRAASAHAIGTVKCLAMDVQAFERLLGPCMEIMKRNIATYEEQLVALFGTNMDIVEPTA
Arr AP2 block = human beta-arrestin and AP2 interaction inhibition; inhibition, % at 10 µM; FITC-arrestin peptide / GST-AP2 beads, flow cytometry; AP2 beta2 appendage carries R879A mutation; 340,000 compounds, 0.31% hits; AID 504490;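 active = inhibition above a set limit, near 3 SD of compounds lacking own fluorescence, cut at about 54% in these data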;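 note: plate controls were DMSO wells for no effect and 5 µM unlabelled arrestin peptide for full effect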
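Measured by: flow cytometry, FL1 (488/535 nm); Material: AP2 appendage R879A on GSH beads; Evaluation: percent response; Timing: pre-incubation 12 min, peptide binding 1 h, room temperature; Also added: 50 nM FITC-arrestin peptide; Medium: PBS with 0.05% Tween 20 and 0.1% BSA.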
RTF Ca sens inh = cardiac RTF calcium desensitization | P19429+P45379 | IANBD-labeled cardiac RTF, Ca2+ fluorescence | inhibition, % at 7.15 µM | 340,000 compounds, 0.12% hits | AID 493244;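 active = inhibition above the mean inhibition of all tested compounds plus 3 SD, cut at about 17% in these data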;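 note: assay run at fixed EC70 calcium of 1.6 mM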
SR-BI HDL uptake = mouse SR-BI HDL lipid transfer inhibition | Q61009 | ldlA[mSR-BI] CHO cells, DiI-HDL uptake fluorescence, 3 h | inhibition, % at 12.5 µM | 320,000 compounds, 0.96% hits | AID 488896;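 active = mean replicate inhibition of at least 70% and a set share of replicates each scoring 70 or more; inconclusive = meets just one of the two criteria; inactive = fails both criteria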;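 note: 0% = median of neutral control wells and 100% = median of positive control wells; values of inactives mirror those of a sister screen read the other way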
Target sequence (Q61009 whole entry, looked up): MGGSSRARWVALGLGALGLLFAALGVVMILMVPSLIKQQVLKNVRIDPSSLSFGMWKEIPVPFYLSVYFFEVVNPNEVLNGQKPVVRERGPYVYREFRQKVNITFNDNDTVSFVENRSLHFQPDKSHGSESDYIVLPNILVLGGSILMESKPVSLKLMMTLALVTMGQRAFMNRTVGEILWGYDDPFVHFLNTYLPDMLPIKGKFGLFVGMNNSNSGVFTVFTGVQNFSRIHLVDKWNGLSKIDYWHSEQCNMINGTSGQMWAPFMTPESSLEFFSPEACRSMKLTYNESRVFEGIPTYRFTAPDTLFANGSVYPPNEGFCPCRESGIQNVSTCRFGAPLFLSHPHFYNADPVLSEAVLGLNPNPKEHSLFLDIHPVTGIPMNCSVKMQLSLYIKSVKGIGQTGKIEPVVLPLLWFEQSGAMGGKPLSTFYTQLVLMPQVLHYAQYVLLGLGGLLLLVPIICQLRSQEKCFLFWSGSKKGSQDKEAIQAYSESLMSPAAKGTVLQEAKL
Keap1-Nrf2 PPI = Keap1-Nrf2 (human) interaction inhibition | 340,000 compounds, 0.15% hits | Q14145 | inhibition, % at 9.4 µM | AID 504523 | Keap1 Kelch-Nrf2 peptide fluorescence polarization, 1536-well; in the data active = inhibition above about 12%; inconclusive = no clear call, values can overlap the other calls; inactive = below about 7.3%;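 note: human Keap1 Kelch domain with fluorescein labeled Nrf2 9mer peptide probe; 0% = neutral control wells and 100% = peptide positive control; higher means more block of Keap1 binding to Nrf2 peptide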
NSD2 inh = blocks human histone methyltransferase NSD2 | NSD2 peptide methylation, AlphaScreen, 120 min | inhibition, % at 12.5 µM | 310,000 compounds, 0.54% hits; in the data active = inhibition above about 50%
SR-BI DiI-HDL act = activators of SR-BI mediated HDL lipid uptake; activation, % at 12.5 µM; CHO ldlA[mSR-BI] cells, DiI-HDL uptake fluorescence, 3 h; 100 = double the neutral-control signal; 320,000 compounds, 0.096% hits;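 active = mean replicate activation of at least 60% and every replicate at or above 60%; inconclusive = mean or all-replicate condition met, but not both; inactive = mean below 60% and not all replicates reaching 60%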;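 note: 0% = median plate neutral-control signal and 100% = twice that signal; values of inactives mirror those of a sister screen read the other way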
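Assay system: LDL receptor-deficient CHO ldlA cells overexpressing murine SR-BI / Medium: BSA-supplemented, HEPES-buffered Ham's F12, pH 7.4 / Probe or stimulus: DiI-labelled HDL at 10 µg/mL final / Timing: compound with DiI-HDL co-incubation, 3 h at 37 °C / Technique: bottom-read cell fluorescence after medium removal, ex 550/em 595 nm / Measure: HDL uptake via cellular fluorescence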
DAGLB inhibitor = blocks human DAGLB lipase activity. HEK293T DAGLB membrane lysate, EnzChek fluorogenic substrate. inhibition, % at 5.17 µM. 340,000 compounds, 0.059% hits; in the data active = inhibition above about 34%;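 note: 0% = enzyme with vehicle and 100% = wells lacking enzyme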
* marks the source's active call; other numbers are inactive results; u = inconclusive; x = not tested or not shown.

SMILES	C-LANA FP	PvdQ inh	PKA-R2B activ	Arr AP2 block	RTF Ca sens inh	SR-BI HDL uptake	Keap1-Nrf2 PPI	NSD2 inh	SR-BI DiI-HDL act	DAGLB inhibitor
N/C(=N\OC(=O)c1ccco1)c1ccc(Cl)cc1	0.3	-1	-3	14	-2	-4	-5	-2	4	-6
Cc1cccc(OCCC(=O)N(C)CC(=O)Nc2cccc3ccccc23)c1	-1.3	8	-6	18	-2	2	1	-1	-2	-2
COc1ccccc1C/C(N)=N/O	2.8	-6	-1	7	-3	-14	-3	0	14	-1
CN(C)S(=O)(=O)Nc1ccc(NS(=O)(=O)N(C)C)c(S(=O)(=O)c2ccccc2)c1	-1.6	-28	-7	2	-4	x	-5	-3	x	1
COCCOc1cc(N)c(Cl)cc1Cl	-0.4	8	2	50	-4	4	0	7	-4	0
Cc1ccccc1NC(=O)c1cc(N)ccc1N1CCCCC1	-1.2	-13	8	8	0	19	-4	36	-19	1
CCOC(=O)N1CCN(CCC(=O)Nc2ccc(Br)c(C)c2)CC1	0.7	-4	0	7	-8	-7	-3	-1	7	0
CC(=O)c1ccc(OCCCC(=O)N(CCC2=CCCCC2)c2c(N)n(Cc3ccccc3)c(=O)[nH]c2=O)cc1	1.6	-14	-4	-22	-22	8	-1	0	-8	6
CCCCc1c(O)nc(SCC(=O)c2ccccc2)n(-c2ccccc2)c1=O	0.6	-5	4	10	4	1	-2	1	-1	0
Cc1c(C(=O)Nc2ccc(F)cc2)c2ccccn2c1CCc1ccncc1	2.2	4	5	22	-4	69	-1	0	-69	2
CN1C(=O)/C(=C\C=C2/CCCN2C)N(C)C1=S	0.0	-1	-20	-49	-19	-13	-18	31	13	3
O=C(O)c1cc(-c2ccc(/C=N/Nc3ccc(Cl)cc3)o2)ccc1Cl	0.4	8	-6	2	3	0	0	0	0	9

Pulled by structure from above:
SMILES	C-LANA FP	PvdQ inh	PKA-R2B activ	Arr AP2 block	RTF Ca sens inh	SR-BI HDL uptake	Keap1-Nrf2 PPI	NSD2 inh	SR-BI DiI-HDL act	DAGLB inhibitor
COc1ccccc1C/C(N)=N/O	2.8	-6	-1	7	-3	-14	-3	0	14	-1
COCCOc1cc(N)c(Cl)cc1Cl	-0.4	8	2	50	-4	4	0	7	-4	0

Additional records
SMILES	C-LANA FP	PvdQ inh	PKA-R2B activ	Arr AP2 block	RTF Ca sens inh	SR-BI HDL uptake	Keap1-Nrf2 PPI	NSD2 inh	SR-BI DiI-HDL act	DAGLB inhibitor
N#Cc1c2ccc([N+](=O)[O-])cc2[n+]([O-])n1-c1ccccc1	1.5	-3	1	10	-1	15	6	-1	-15	1
O=S(=O)(Nc1nc2ccccc2nc1Cl)c1ccc2c(c1)OCCO2	0.6	1	-9	-7	-14	-13	-2	0	13	6
CC(=O)c1cnn(-c2cc(Oc3cccc(C)c3)ncn2)c1C	0.0	-28	0	-3	-2	11	-2	-1	-11	-3
CC(C)N=C(N)N=C(N)Nc1ccc(Cl)cc1	1.4	-19	7	-7	-1	-7	-4	x	7	3
Cc1c(F)cccc1NC(=O)CSCC(=O)Nc1ccccc1	2.4	-15	3	9	-4	-4	-5	-3	4	-2
O=C1CN(C(=O)c2cnccn2)c2ccccc2N1	-1.0	-17	-11	-2	-1	-36	-3	-3	36	0
O=C(COc1ccc(F)cc1)Nc1ccccc1N1CCOCC1	-1.4	-18	-2	8	-3	20	-3	1	-20	-2
CC/C(=N/Nc1cccc(Cl)c1)c1cnnc(SC)n1	-0.1	8	8	18	-3	-3	1	-4	3	-3
Cc1ccc(/C=C(\C#N)C(=O)NCCN2CCOCC2)cc1	-0.5	-8	5	-31	-9	-1	0	1	1	0
c1ccc2c(c1)C(=NCC1CCCO1)NC2=NCC1CCCO1 (stereo not drawn)	-1.0	1	-4	14	2	-25	-1	-3	25	1
CCCCC(=O)NC(c1ccco1)c1cc(Cl)c2cccnc2c1O (stereo not drawn)	-0.4	-9	2	-16	-1	-3	-4	-1	3	17
CCOC(=O)c1cc(-c2ccc(F)cc2)n(CC(=O)NCc2ccccn2)c1C	1.0	3	-10	8	-14	20	-3	-3	-20	-1
COc1cc(OC)c(OC)cc1NC(=O)CC1COc2ccccc2O1 (stereo not drawn)	-0.8	-5	0	1	-1	-12	1	1	12	-2
O=C(Nc1c(F)c(F)c(F)c(F)c1F)C1CCCCC1	0.1	9	-6	-8	-12	-15	0	-1	15	-1
O=C(c1ccc(S(=O)(=O)c2ccccc2)cc1)N1CCCCCC1	1.0	-1	0	2	-30	-28	2	2	28	2
O=C(Nc1cccc(Cl)c1)c1ccccc1NC(=O)C1CCCCC1C(=O)O (stereo not drawn)	2.7	-5	-3	11	2	-7	-3	-3	7	3
CCOc1ccc(NS(=O)(=O)c2ccc(C(=O)N3CCCC3)cc2)cc1	0.6	11	5	8	-9	0	1	1	0	-2
CCN(Cc1nc(-c2ccc(OC)c(OC)c2)no1)C(=O)c1ccc2c(c1)OCO2	1.9	-2	-1	31	-11	x	2	2	x	0
Fc1ccccc1NC(=S)N(CCN1CCCCCC1)Cc1cccs1	0.4	-6	4	13	-6	-13	1	-2	13	-2
CCN1CCSc2ccc(C(=O)NCc3ccc(OC(C)C)cc3)cc21	-0.1	0	3	-1	4	43	-2	x	-43	-5
COc1ccccc1OCCOCCn1cnc2ccccc2c1=O	-0.2	3	13	8	1	-3	-5	-1	3	-1
CC(=O)NCCc1nc2cc(NC(=O)COc3cccc(C)c3)ccc2n1C	0.2	1	-4	-3	-12	x	-2	-3	x	0
COc1ccc(/C=C2\SC(=O)N(CCC(=O)N3CCCCC3CCO)C2=O)cc1 (stereo not drawn)	-0.8	-13	-5	3	-1	1	-7	0	-1	2
Cc1cc(F)ccc1S(=O)(=O)Nc1ccccc1C(=O)Nc1ccccc1-c1nc2ccccc2[nH]1	0.8	5	4	2	-6	-9	2	-3	9	-9
CCOC(=O)Cc1csc(/N=C/c2c(O)n(-c3ccccc3C(F)(F)F)c(=O)c3ccccc23)n1	3.0	6	-5	1	-6	7	-2	3	-7	-1
CCN1C(=O)[C@@H]2[C@H](C1=O)[C@@H]1C(=O)Nc3ccccc3C(=O)N1[C@@H]2c1cccc(C)c1	1.0	-12	-5	-13	-4	-16	-3	x	16	2
CCc1cccc(NC(=O)CSC2=NS(=O)(=O)c3ccccc32)c1	-1.7	-4	6	28	-2	-3	-1	x	3	-18
CCCCn1nc(NC(=O)CC)c2cc3cc(OC)ccc3nc21	-0.1	-9	2	-3	-7	20	-3	-4	-20	-6
COc1ccc(NC(=O)CN(c2cccc(C(F)(F)F)c2)S(C)(=O)=O)cc1OC	-1.0	-1	7	11	-7	-24	-1	-2	24	2
Cn1c(CCN2CCOCC2)nc2cc(NC(=O)COc3ccc([N+](=O)[O-])cc3)ccc21	-1.0	-12	10	10	2	11	2	14	-11	0
COc1ccccc1-c1cc(C(=O)NCc2ccco2)no1	1.1	1	5	12	-6	23	1	1	-23	-12
COc1ccccc1-n1cnnc1SCC(=O)c1cc(C)n(Cc2cccs2)c1C	1.2	23	-12	2	-8	18	-2	0	-18	2
CCOc1ccc(NC(=O)Nc2ccc3c(c2)CCC3)cc1	-0.2	-5	-14	2	4	4	-4	0	-4	0
COc1ccc(OCCCC(=O)NC(C)c2ccccc2)cc1 (stereo not drawn)	1.5	-6	5	21	-2	5	0	-54	-5	1
O=C(COC(=O)c1ccc(Br)o1)c1ccc(S(=O)(=O)N2CCCCC2)cc1	0.0	2	-10	0	1	8	-9	0	-8	-4
CC1CCC(NC(=O)c2cc(C3CC3)nn2-c2ccccc2)CC1 (stereo not drawn)	1.2	-9	-4	0	-5	2	-5	-4	-2	-8
COc1cccc(/C=N/NC(=O)c2ccccc2NC(=O)c2ccco2)c1OC	-2.1	-8	-13	10	0	0	-5	1	0	-4
NC(=O)c1cc([N+](=O)[O-])ccc1NCc1cccc2ccccc12	-0.9	-11	-3	-2	-6	39	1	x	-39	1
Cc1ccc(C)c(N/C(N)=N/c2nc(C)cc(C)n2)c1	0.7	-3	-7	26	-4	-26	-1	1	26	2
Cc1ccc(OC(C)C(=O)Nc2cc(C)on2)cc1 (stereo not drawn)	0.2	-1	7	-10	1	-5	-3	-2	5	0
CCn1c(SCC(=O)Nc2cccc(S(=O)(=O)N(C)c3ccccc3)c2)nnc1C1CC1	0.4	10	-6	-3	-5	20	-6	0	-20	-3
O=C(Cc1c(C(=O)O)[nH]c2ccccc12)NCCN1CCN(c2ccccc2F)CC1	-0.1	-6	-4	0	-3	6	-1	-1	-6	1
O=C(N/N=C/c1ccccn1)NC12CC3CC(CC(C3)C1)C2	-0.4	5	x	46	x	-2	2	2	2	x
C[C@H](NC(=O)C1CCN(S(=O)(=O)c2ccccc2)CC1)C(=O)NCc1ccccc1	0.0	-6	2	10	-8	0	-3	1	0	0
CNC(=O)COc1ccc(Nc2nnc(-c3ccc(C)c(S(N)(=O)=O)c3)c3ccccc23)cc1	-2.8	-2	-5	-26	6	12	4	8	-12	-1
CCSc1nnc(NC(=O)NC2CCCCC2)s1	2.3	-5	-3	-1	-11	27	1	x	-27	-2
Cc1ccccc1CNc1ncnc2cc(Cl)ccc12	-3.9	1	-8	3	-5	14	-7	-1	-14	-1
O=C(NNc1cc(C(F)(F)F)nc2ccccc12)Nc1cccc(Cl)c1	6.3	4	-8	45	-13	48	6	-5	-48	-42
Cc1ccc(C(=O)OCC(=O)NCc2cccc(Cl)c2)cc1S(=O)(=O)N1CCCCC1	1.1	-13	-12	15	8	64	0	0	-64	-7
COC(=O)c1ccc(Cl)c(NC(=O)CN(c2ccc(OC)cc2)S(=O)(=O)c2ccccc2)c1	-0.7	-10	-4	3	-16	u	1	-1	-72	-6
COCc1cc(/C=N\NC(=O)Cc2ccc(Cl)cc2)ccc1OC	1.0	-4	-1	0	3	11	0	-1	-11	0
O=C1CS/C(=N/N=C/c2cccs2)N1	0.1	-8	-7	-8	-3	-16	-2	-4	16	-1
Cc1cc(=O)n2nc(-c3ccc(C(F)(F)F)cc3)sc2n1	0.1	-9	1	0	-9	-15	2	-2	15	3
CCCN[C@@H]1C(=O)N2C(C(=O)OCCC)=C(C)CS[C@H]12	-1.3	-6	-3	16	-4	4	-2	x	-4	0
O=C(O)C1C2CCC(O2)C1C(=O)Nc1cccc(Cl)c1 (stereo not drawn)	1.4	-15	-4	-17	-11	-17	5	-3	17	2
Cn1c(CNC(=O)c2ccco2)nnc1SCC(=O)c1ccccc1	-0.9	-11	5	11	1	4	-5	-279	-4	-1
O=S(=O)(Cc1ccccc1)NCc1ccccn1	1.9	-8	-1	1	-10	-20	-2	-2	20	0
